Screening data (PubChem)
GLP-1R inv ag: inverse agonists of human GLP-1 receptor; P43220; HEK293 GLP-1R CRE-luciferase, luminescence, 24 h; GLP-1R form is constitutively active; Potency, µM (doses to about 38.3 µM), for the others: at the highest dose activity change, negative = inhibition, hits mostly inhibitors; 1.6% of 410,000 active; note: potency is the fitted concentration of half-maximal effect; % is set by controls: 0 for no effect and ±100 for the full control effect; nearly all actives have a fitted effect of over 55% in size
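Inverse agonism was detected as reduced cAMP-driven luciferase luminescence after 24 h compound treatment. The cells were HEK293 clones expressing constitutively active human GLP-1R with the reporter. Reporter-only and GPR119 cell lines served as counterscreen controls.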
PLK1 PBD inh: inhibitors of human PLK1 polo-box domain binding; P53350; Plk1 PBD binding of FITC phosphopeptide, fluorescence polarization; Potency, µM, for inactives: max response, negative = inhibition, usual class: inhibitors; 2.8% of 360,000 active; AID 720504; note: potency is the fitted concentration of half-maximal effect; series mostly up to about 57 µM; % is set by controls: 0 for no effect and ±100 for the full control effect; nearly all actives have a fitted effect of over 65% in size
D3 ag: activates the human D3 dopamine receptor; D3R DiscoveRx beta-arrestin cells, luminescence, 90 min; P35462; max activation, %; 0.58% of 410,000 active; in the data active = max activation above about 30%; note: 0% is about no effect; mostly tested at two doses, the higher about 12 µM
Target sequence (P35462 whole entry, looked up): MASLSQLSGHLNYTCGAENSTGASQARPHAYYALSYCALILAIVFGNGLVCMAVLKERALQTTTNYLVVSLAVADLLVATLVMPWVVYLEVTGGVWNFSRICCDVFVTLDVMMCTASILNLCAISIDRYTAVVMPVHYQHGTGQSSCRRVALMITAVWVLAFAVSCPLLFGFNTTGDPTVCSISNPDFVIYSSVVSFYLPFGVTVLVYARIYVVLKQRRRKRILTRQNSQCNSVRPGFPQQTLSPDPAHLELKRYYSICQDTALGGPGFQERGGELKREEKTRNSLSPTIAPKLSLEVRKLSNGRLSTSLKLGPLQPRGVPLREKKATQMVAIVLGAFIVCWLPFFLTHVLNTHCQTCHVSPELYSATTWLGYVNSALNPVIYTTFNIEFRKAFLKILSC
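Agonist-mode cell screen: cells plated at 1500/well and incubated overnight at 37 °C, then exposed to library compounds for 90 min at 37 °C. Detection reagent was added for 30–60 min at room temperature, and luminescence was read.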
GLP1R ag: GLP-1 receptor (human) agonism; P43220; HEK293 GLP-1R CRE-luciferase, luminescence, 4-6 h; cells express a hypersensitive GLP-1R form; Potency, µM (titrated, usually from 45.6 µM), for the others: at the highest dose activation, most hits filed as activators; 0.007% of 380,000 active; AID 624172; note: potency is the fitted concentration of half-maximal effect; % of control where 0% means no effect
DRD3 antagonist: D3 dopamine receptor (human) antagonism; P35462; D3R cells, DiscoveRx beta-arrestin luminescence, antagonist mode; stronger effect = lower value; max response, negative = inhibition, %; 2.5% of 360,000 active; AID 652054; in the data active = max response below about -50%; inconclusive = no clear call, values can overlap the other calls; note: % is set by controls: 0 for no effect and ±100 for the full control effect; mostly tested at two doses, the higher about 12 µM
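Cells expressing the human receptor were seeded at 1500 cells/well, incubated overnight at 37 degrees C in 5% CO2, then exposed to library compounds with dopamine controls for 90 minutes at 37 degrees C before luminescent detection.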
WRN inhibitor: WRN helicase (human) inhibition | 0.46% of 360,000 active | Potency, µM (titrated, usually from 114 µM), for the others: top-dose activity change, negative = inhibition, actives largely listed as inhibitors | WRN helicase unwinding, fluorescent forked duplex, kinetic; note: potency is the fitted concentration of half-maximal effect; % is set by controls: 0 for no effect and ±100 for the full control effect; nearly all actives have a fitted effect of over 55% in size
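WRN at 20 nM final preincubated with compound 15 min at room temperature; reaction started with 100 nM fluorophore/quencher forked duplex oligonucleotide and 2 mM ATP final. Unwinding followed kinetically by red fluorescence (ex 525, em 598 nm).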
IL-2 act: activators of IL-2; IL-2 activation reporter assay, cell-based qHTS; stimulated with anti-CD3/CD4/CD28 beads; in transgenic mouse T cells; activation, % (series mostly up to about 46 µM); 0.065% of 360,000 active; AID 652025; in the data active = activation above about 50%; inconclusive = mostly about 30% to 49%; note: 0% is about no effect
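Readout: EGFP and DsRed signals by fluorescent plate cytometry. Unstimulated transgenic mouse T cells received compound 60 min before antibody-bead stimulation, then incubated 18 h at 37 degrees C.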
GLP1R cytotox: cytotoxic in the GLP-1 receptor inverse agonist counter-screen; 0.13% of 410,000 active; HEK293 cAMP-luciferase reporter cells, luminescence, 24 h; Potency, µM (titrated, usually from 38.3 µM), for inactives: at the top dose activity change, negative = inhibition, hits mostly inhibitors; AID 624418;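 note: loss of luciferase light is scored as toxicity; potency is the fitted concentration of half-maximal effect; % is set by controls: 0 for no effect and ±100 for the full control effect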
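Luminescence readout: signal drop marks cytotoxicity. Plated cells grew 12 h at 37 °C, 5% CO2, received 23 nL compound for 24 h, then got luciferase reagent, read after 12 min at RT.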
PI5P4K alpha inh: PI5P4K alpha (human) kinase inhibition; PI5P4Kalpha enzyme, ADP-Glo luminescence, 60 min; stronger effect = lower value; max response, %; 1.2% of 330,000 active; active = max response of -50% or lower; inconclusive = between -30% and -50%; inactive = -30% or higher; note: value at the top dose of about 77 µM; % is set by controls: 0 for no effect and ±100 for the full control effect
Target sequence (P48426 whole entry, looked up): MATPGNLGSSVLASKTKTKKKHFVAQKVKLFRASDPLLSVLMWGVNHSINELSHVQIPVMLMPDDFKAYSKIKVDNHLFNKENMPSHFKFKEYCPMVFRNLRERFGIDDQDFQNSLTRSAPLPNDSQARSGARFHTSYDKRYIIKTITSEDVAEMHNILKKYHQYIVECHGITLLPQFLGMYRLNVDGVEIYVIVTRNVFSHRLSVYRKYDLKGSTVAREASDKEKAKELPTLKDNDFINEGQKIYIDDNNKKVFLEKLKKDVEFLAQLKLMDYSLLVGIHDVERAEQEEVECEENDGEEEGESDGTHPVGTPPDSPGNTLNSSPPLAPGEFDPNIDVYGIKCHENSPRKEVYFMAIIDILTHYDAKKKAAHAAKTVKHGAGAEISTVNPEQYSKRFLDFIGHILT
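Enzyme plus substrate dispensed, test compounds pinned in, then ATP (5 microM final) added. After 60 min at RT, ADP-Glo reagent 1 for 45 min and reagent 2 for 30 min preceded luminescence imaging.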
Starred values were filed as active, the others as inactive; ? = inconclusive; . = not tested or not shown; [ ] = dose if it differs, or a comment. Unless noted, calls come from the whole dose curve; as a rule, active = well fitted curve in the direction sought with a large enough effect; inconclusive = small, poorly fitted or top-dose-only effect, or another doubt; inactive = no such curve, though single readings can be large; an effect the other way counts as inactive or inconclusive.

SMILES	GLP-1R inv ag	PLK1 PBD inh	D3 ag	GLP1R ag	DRD3 antagonist	WRN inhibitor	IL-2 act	GLP1R cytotox	PI5P4K alpha inh
Cc1ccc(S(=O)(=O)N2CCOCC2)cc1C(=O)Nc1cc(S(=O)(=O)N2CCCCC2)ccc1O	-28%	-3%	-4	-34%[inhibitor]	-4	-7%	-1.9	-9%	-8
CCCCCc1cc(O)c2c(C)cc(=O)oc2c1	-15%	-2%	3	1%	-26	-12%	-1.5	-7%	0
O=C(NCCCN1CCOCC1)c1onc(CSc2ccccn2)c1C(=O)NCCCN1CCOCC1	4%	-30%	18	-5%	0	-9%	-0.7	25%	-2
Cc1nnc2sc(SCc3ccc(Cl)cc3)nn2c1=O	20%	-5%	4	1%	1	-10%	-0.7	-3%	2
CCc1ccc2c(CN(C)Cc3ccccc3OC)cc(=O)oc2c1	?	0%	-10	?	1	-30%	-0.6	38%[activator]	-4
Cn1c(=O)n(Cc2ccccc2)c(=O)c2c1nc1n2CCCN1Cc1ccccc1	19%	-7%	-5	-2%	-25	-24%	0.9	-12%	-1
C/C=C/COc1nc2c(c(=O)n(C)c(=O)n2C)n1C	19%	3µM*	4	-9%	0	6%	0.5	4%	?
Cc1cc(O)c2c(CN3CCN(Cc4ccccc4)CC3)cc(=O)oc2c1	?	-1%	0	8%	27	-3%	0.0	0%	-2
CC(O)(c1ccccc1)c1nc(-c2ccncc2)cs1 (centres undefined)	-74%	-14%	0	3%	?	?	-0.8	-18%	-2
O=C(CSc1nccc(=O)[nH]1)Nc1ccc(F)c(Cl)c1	8%	?	12	-13%	23	-1%	1.4	-18%	.
COc1ccc(NC(=O)C(c2ccc(OC)cc2)n2c(=O)c(-c3ccco3)nc3ccccc32)cc1 (centres undefined)	?	-5%	3	.	6	-6%	-0.1	-15%	-21
CCCCOCC(O)CCc1n[nH]c(=S)n1-c1ccccc1 (centres undefined)	14%	-2%	7	7%	16	-1%	-2.7	2%	-4
COCCCNC(=O)c1ccc(Cn2c(=O)c3ccccc3n(Cc3ccccc3C#N)c2=O)cc1	-14%	1%	4	19%	9	-14%	-0.8	-21%	4
O=C(c1ccco1)N1CCN(C(=O)c2cnn(-c3ccc(F)cc3)c2-n2cccc2)CC1	-2%	-5%	5	-5%	-25	1%	0.7	6%	5
O=C1c2ccccc2C(=O)N1CCOc1ccccc1Cl	2%	-20%	-11	17%	-11	1%	-2.1	13%	5
Cc1nn2c(-c3ccc(Cl)cc3Cl)nnc2s1	-6%	-6%	-19	3%	-20	-5%	1.1	-14%	-2
COC(=O)c1ccc(CSc2nnc(-c3c[nH]c4ccccc34)n2-c2ccccc2)cc1	?	0%	2	0%	-7	-35%[57.1 µM]	-0.5	-1%[1.53 µM]	-5
O=C(Nc1ccc2ccccc2c1)c1cccnc1	-20%	-5%	3	-1%	15	0%	-2.1	-18%	-4
O=C(NCCCn1ccnc1)c1ccco1	2%	-10%	-2	1%	0	0%	-1.1	8%	1
COc1cc(/C=N\NC(=O)CC(=O)NCCc2ccccc2)ccc1O	3%	-3%	3	4%	19	-10%	-2.3	10%	3

Just DRD3 antagonist, for some of the entries so far:
| Structure | DRD3 antagonist |
| --- | --- |
| COC(=O)c1ccc(CSc2nnc(-c3c[nH]c4ccccc34)n2-c2ccccc2)cc1 | -7 |
| O=C(Nc1ccc2ccccc2c1)c1cccnc1 | 15 |
| O=C(NCCCn1ccnc1)c1ccco1 | 0 |
| COc1cc(/C=N\NC(=O)CC(=O)NCCc2ccccc2)ccc1O | 19 |

Further results
SMILES	GLP-1R inv ag	PLK1 PBD inh	D3 ag	GLP1R ag	DRD3 antagonist	WRN inhibitor	IL-2 act	GLP1R cytotox	PI5P4K alpha inh
Cc1ccc(N(C)S(=O)(=O)c2cccc(C(=O)OCC(=O)c3c(N)n(C)c(=O)n(C)c3=O)c2)cc1	?	-8%	7	-4%	65	-7%	-0.9	?	9
CCOCc1nc(N)[nH]c(=O)c1Cc1ccc(OC(C)C)cc1	-9%	2%	-2	0%	3	-2%	0.8	0%	-7
CCc1cccc(CC)c1NC(=O)c1ccc(-c2cc(Cl)ccc2Cl)o1	2%	-3%	-8	-5%	0	-5%	-0.1	0%	-9
COc1ccsc1C(=O)NCCN1CCOCC1	13%	-5%	10	-5%	3	6%	-0.3	3%	0
COc1cc(C(=O)Nc2c(C)cc(C)cc2C)c(Br)c(OC)c1OC	-17%	-6%	3	7%	8	-2%	-3.6	?	0
Cc1ccc(C(=O)NC2CCC(C)CC2)s1 (centres undefined)	?	-3%	2	-6%	-1	-19%	0.7	4%	-5
Cc1ccc(NC(=O)Cn2c(=O)n(CCC(=O)NCc3ccccc3Cl)c(=O)c3ccccc32)c(C)c1	0%	.	-12	0%	.	.	.	36%[activator]	.
Cn1ccc(O)c(C#N)c1=O	9%	-8%	-8	0%	7	5%	0.1	7%	2
Cc1ccn2c(c1)nc(=S)n2C(=O)c1ccccc1	2.5µM*	21µM*	3	-12%	6	-9%	-0.1	-19%	-14
Cc1cc(NC(=O)CN2C(=O)NC(C)(c3ccc(Cl)cc3Cl)C2=O)no1 (centres undefined)	-10%	-4%	4	0%	-10	-4%	0.3	0%	1
Cc1cccc(N2C(=O)CC(N3CCN(c4ccc(Cl)cc4)CC3)C2=O)c1 (centres undefined)	-2%	3%	-3	5%	-12	8%	9.9	2%	-7
O=C(CCCSc1nc2ccccc2[nH]1)N1CCN(c2ccc([N+](=O)[O-])cc2)CC1	15%	-7%	5	-5%	-11	-1%	-0.1	-8%	4
O=C(NC1CCCCC1)c1cccc(NC(=O)c2ccccc2Cl)c1	?	-7%	4	4%	-18	-5%	-0.7	-11%	0
O=C(Cn1cc([N+](=O)[O-])ccc1=O)N1CCc2ccccc21	14%	-15%	-6	4%	1	-26%	0.2	7%	-29
Cc1cc(C(=O)N2CCc3ccccc32)c2ccccc2n1	0%	3%	0	6%	5	-6%	0.1	4%	0
CCCOP(=O)(c1ccc(N(C)C)cc1)C(O)c1ccncc1 (centres undefined)	35%[activator]	-6%	3	-5%	13	-5%	-1.0	7%	0
CCOC(=O)CSC1=N/C(=C\c2cccnc2)C(=O)N1c1ccc(OC)cc1	12%	2%	4	-30%	-19	-19%	0.5	-10%	2
O=C(Nc1ccc(S(=O)(=O)Nc2ncccn2)cc1)C1COc2ccccc2O1 (centres undefined)	2%	-11%	4	0%	-3	6%	-0.8	2%	-6
CCN1C(=O)N(S(=O)(=O)c2ccc(C)cc2)[C@@H](c2ccccc2)C(C(=O)OC)=C1C	?	3%	3	8%	-9	3%	-0.5	-10%	6
CN(C)N=Nc1nc2c([nH]1)c(=O)n(C)c(=O)n2C	-5%	-3%	-8	-4%	11	-3%	-1.0	?	-3
COC(=O)C1Cc2c([nH]c3ccccc23)C2(CCN(Cc3ccccc3)CC2)N1 (centres undefined)	?	-8%	-23	6%	-93*	-19%	-0.5	?	6
CCCN1C(=O)C2(C(C(=O)c3ccc(C)o3)=C(O)C(=O)N2CCCOC)c2ccccc21 (centres undefined)	16%	-5%	3	-1%	15	0%	-3.3	-7%	5
COc1cc(OC)c(C(=O)NCc2ccco2)cc1OC	52%[activator]	-4%	1	8%	23	-1%	-0.1	-6%	-2
Cc1c(C(=O)NN2CCOCC2)oc2ccccc12	20%	2%	11	5%	43	-2%[57.1 µM]	2.9	-15%	0
CCOC(=O)C(C)N1C(=O)S/C(=C/c2ccc3c(c2)n(C)c(=O)n3C)C1=O (centres undefined)	36%[activator]	-10%	3	11%	29	1%	-3.0	-7%	8
Cc1oc2c(cc(NS(=O)(=O)c3cccs3)c3ccccc32)c1C(=O)OC(C)C	?	-7%	3	6%	-9	-16%	0.7	?	-18
CCOc1ccccc1OCC(=O)OCC(=O)c1c(N)n(CC(C)C)c(=O)n(C)c1=O	-21%	1%	15	-2%	0	0%	-0.2	2%	0
O=C(CSCc1ccc(Cl)cc1)NCc1ccccn1	-4%	-28%	2	-8%	-18	11%	-0.2	2%	9
Nc1cc(=O)[nH]c(SCc2nnc(-c3ccccc3)o2)n1	15%	-18%	-1	-1%	2	-8%	3.8	-9%	-1
CNC(=S)N/N=C/c1ccc(-c2cccc(C(=O)O)c2)o1	?	-5%	0	0%	10	-20%	-0.1	-2%	?
CC(=O)c1c(C)[nH]c(C(=O)CN2C(=O)NC(C)(CCC(C)C)C2=O)c1C (centres undefined)	-8%	-12%	6	12%	0	4%	0.2	-14%	0
COc1cc(C(C(=O)NC2CCCC2)N(CCO)C(=O)Cn2nnc(-c3ccc(C)o3)n2)ccc1O (centres undefined)	?	1%	-2	6%	5	2%	1.0	9%	-7
COc1cccc(CN2CCNC(=O)C2CC(=O)NCCn2ccc3ccccc32)c1OC (centres undefined)	-3%	-17%	2	0%	18	4%	0.0	-1%	-13
COC(=O)[C@]1(C)N[C@H](CN(C)C(=O)Nc2ccc(C)cc2)[C@@H]2C(=O)N(Cc3ccccc3)C(=O)[C@@H]21	0%	-3%	-20	-1%	40	4%	-0.3	-7%	2
CCS(=O)(=O)N1CCCC(C(=O)NCC2CCCO2)C1 (centres undefined)	4%	-2%	-8	-10%	-7	1%	-0.1	-18%	2
CC(C)CN(C(=O)COC(=O)c1ccccc1SCC(=O)N1CCCC1)C1CCS(=O)(=O)C1 (centres undefined)	18%	-21%	-3	13%	0	12%	-5.3	11%	4
CCC/C=C/c1ccc(CN2C(C(C)C)C(=O)N(Cc3cn(CC4CCCCC4)nn3)CCS2(=O)=O)cc1 (centres undefined)	?	-7%	2	8%	22	-18%	-4.6	-10%	14
O=C1C2C3CCC(O3)C2C(=O)N1c1nccs1 (centres undefined)	-14%	4%	4	3%	3	6%	0.5	-15%	0
